BH1578 lux ind = quorum light induction in luxS cqsA deficient V. cholerae; V. cholerae BH1578 lux reporter, luminescence, 6 h; activation, % at 18.7 µM; hit rate 0.16% among 350,000; in the data active = activation mostly above about 9.7%, no sharp cut-off; inconclusive = no clear call, values can overlap the other calls; inactive = mostly below about 3.7%; note: not every result past the cut was called active; inactives centre near 0; reference of the scale not given here
3CLpro inhibitor = SARS-CoV 3CLpro protease inhibition; recombinant SARS-CoV 3CLpro, quenched FRET peptide cleavage; P0C6X7; hit rate 0.14% among 290,000; AID 1706; inhibition, % at 6 µM; in the data active = inhibition above about 12%
PrPC surface inh = inhibitors of human cell surface prion protein PrPC. P04156. TR-FRET read-out. inhibition, % at 13.8 µM. hit rate 0.43% among 370,000; in the data active = inhibition above about 24%; note: 0% = median of the test wells and 100% = reference compound wells
TcdB inh = blocks C. difficile toxin B glycohydrolase activity; inhibition, % at 9.99 µM; AID 652162; P18177; TcdB glycohydrolase enzymatic assay, plate reader; hit rate 0.24% among 350,000; in the data active = inhibition above about 10%
PfHsp40 yeast = restores yeast growth despite PfHsp40 toxicity; AID 504582; hit rate 0.68% among 340,000; growth rescue, % at 12.5 µM; S. cerevisiae expressing PfHsp40, growth rescue, ATP luminescence; in the data active = growth rescue above about 28%, passing the limit was not always enough; inconclusive = no clear call, values can overlap the other calls;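 note: yeast W303a lacking pdr1 and pdr3 grown in galactose medium; growth measured after three days at 30 °C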
BoNT-A LC inh2 = BoNT A light chain protease inhibition; AID 588499; multiplex microsphere protease substrate cleavage, flow cytometry; inhibition, % at 10 µM; hit rate 0.17% among 360,000; note: plate controls were buffer without enzyme for full effect and enzyme alone for no effect
Y pestis TopoI = Y. pestis Topo-I inhibition via cleavage products; hit rate 0.064% among 360,000; activity, % at 10 µM; AID 504884; Y. pestis Topo-I cleavage product accumulation, plate reader; in the data active = activity above about 50%, passing the limit was not always enough; inconclusive = no clear call, values can overlap the other calls; note: inactives centre near 2
Anthrax LF prot = blocks Bacillus anthracis lethal factor protease. multiplex microsphere protease cleavage assay, LF. inhibition, % at 10 µM. hit rate 0.12% among 360,000; note: plate controls were buffer without enzyme for full effect and enzyme alone for no effect
PriA SSB inh = inhibitors of Klebsiella pneumoniae PriA binding to SSB C-terminal tail; inhibition, % at 33 µM; hit rate 0.6% among 430,000; AID 1272365; AlphaScreen SSBct-PriA binding, biotinylated peptide; in the data active = inhibition mostly above about 37%, no sharp cut-off; inactive = mostly below about 20%;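 note: plate controls were negative control peptide for no effect and reference peptide for full effect; strong numbers were not always called active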
Active calls of the source: *; i = inactive; ? = inconclusive; nt = not tested or not shown. Cut-off read from the data, not from the text of the source, unless noted: active = inhibition above about 30%; inconclusive = no clear call, values can overlap the other calls; inactive = below that.

The first 12 entries as a preview:
SMILES | BH1578 lux ind | 3CLpro inhibitor | PrPC surface inh | TcdB inh | PfHsp40 yeast | BoNT-A LC inh2 | Y pestis TopoI | Anthrax LF prot | PriA SSB inh
CCCCC[C@H]1CCCCC[C@H](O)C[C@@H](O)[C@H](O)/C=C/C(=O)O1 | nt | nt | 11.1 | -1.8 | nt | -0.1 | nt | -8.4 | nt
CC1(C)N=C(N)N=C(N)N1c1ccc(F)cc1F | -0.7 | 4.2 | -9.1 | nt | 0.2 | -0.3 | -2.0 | -1.5 | -5.0
S=C1NCN(Cc2cccnc2)CN1Cc1ccccc1 | -0.9 | -1.5 | 7.9 | 0.9 | -1.0 | -0.4 | -3.0 | -1.0 | -13.4
COc1ccc(O)c(C(=O)c2cnc3c(c2)c(C)nn3C)c1 | -0.4 | 2.5 | -5.2 | 1.2 | 0.4 | -4.5 | 15.2 | -2.4 | -18.9
Cc1cc(NC(=O)C(C)SCC(=O)N(Cc2ccccc2)c2ccccc2)no1 (stereo unspecified) | i | nt | -4.1 | 1.0 | 0.5 | 0.0 | ? | -3.7 | -5.8
CCC(=O)NNC(=O)c1cc(COc2cc(Cl)cc(Cl)c2)on1 | -0.7 | 0.0 | 5.9 | -0.5 | 0.2 | ? | -4.5 | -0.8 | -1.3
Cc1ccc2nc(-c3ccncc3)[nH]c2c1 | -0.7 | -3.5 | 1.2 | -2.9 | 0.4 | nt | -3.3 | nt | 4.1
CCN(CC)c1cc(Cl)c2nonc2c1N | 0.6 | 1.8 | 2.8 | 0.4 | -0.9 | ? | 2.6 | -12.9 | 8.4
COC(=O)C1=C(c2cccc(C#N)c2)C[C@@H]2CC[C@H]1N2C(=O)NCCOc1ccccc1Cl | -5.9 | nt | -2.2 | -0.1 | -1.2 | -0.3 | 35.8 | -4.2 | -8.1
CCCCOC(=O)c1ccc(Nc2ccc([N+](=O)[O-])cn2)cc1 | -3.3 | 1.2 | 7.6 | 0.3 | -1.0 | -0.2 | 5.2 | -7.3 | -2.7
CC1(C(=O)NS(=O)(=O)c2ccccc2Cl)CCN1C(=O)Cc1ccc(Cl)cc1Cl (stereo unspecified) | 1.2 | nt | -0.5 | -1.2 | nt | 0.5 | -1.2 | -4.3 | nt
O=S(=O)(Nc1nc2ccccc2nc1N1CCN(CCO)CC1)c1cc(F)ccc1F | i | nt | -3.1 | 0.5 | -0.4 | 1.9 | -2.9 | -3.8 | -9.7

Main list, from the first entry:
SMILES | BH1578 lux ind | 3CLpro inhibitor | PrPC surface inh | TcdB inh | PfHsp40 yeast | BoNT-A LC inh2 | Y pestis TopoI | Anthrax LF prot | PriA SSB inh
CCCCC[C@H]1CCCCC[C@H](O)C[C@@H](O)[C@H](O)/C=C/C(=O)O1 | nt | nt | 11.1 | -1.8 | nt | -0.1 | nt | -8.4 | nt
CC1(C)N=C(N)N=C(N)N1c1ccc(F)cc1F | -0.7 | 4.2 | -9.1 | nt | 0.2 | -0.3 | -2.0 | -1.5 | -5.0
S=C1NCN(Cc2cccnc2)CN1Cc1ccccc1 | -0.9 | -1.5 | 7.9 | 0.9 | -1.0 | -0.4 | -3.0 | -1.0 | -13.4
COc1ccc(O)c(C(=O)c2cnc3c(c2)c(C)nn3C)c1 | -0.4 | 2.5 | -5.2 | 1.2 | 0.4 | -4.5 | 15.2 | -2.4 | -18.9
Cc1cc(NC(=O)C(C)SCC(=O)N(Cc2ccccc2)c2ccccc2)no1 (stereo unspecified) | i | nt | -4.1 | 1.0 | 0.5 | 0.0 | ? | -3.7 | -5.8
CCC(=O)NNC(=O)c1cc(COc2cc(Cl)cc(Cl)c2)on1 | -0.7 | 0.0 | 5.9 | -0.5 | 0.2 | ? | -4.5 | -0.8 | -1.3
Cc1ccc2nc(-c3ccncc3)[nH]c2c1 | -0.7 | -3.5 | 1.2 | -2.9 | 0.4 | nt | -3.3 | nt | 4.1
CCN(CC)c1cc(Cl)c2nonc2c1N | 0.6 | 1.8 | 2.8 | 0.4 | -0.9 | ? | 2.6 | -12.9 | 8.4
COC(=O)C1=C(c2cccc(C#N)c2)C[C@@H]2CC[C@H]1N2C(=O)NCCOc1ccccc1Cl | -5.9 | nt | -2.2 | -0.1 | -1.2 | -0.3 | 35.8 | -4.2 | -8.1
CCCCOC(=O)c1ccc(Nc2ccc([N+](=O)[O-])cn2)cc1 | -3.3 | 1.2 | 7.6 | 0.3 | -1.0 | -0.2 | 5.2 | -7.3 | -2.7
CC1(C(=O)NS(=O)(=O)c2ccccc2Cl)CCN1C(=O)Cc1ccc(Cl)cc1Cl (stereo unspecified) | 1.2 | nt | -0.5 | -1.2 | nt | 0.5 | -1.2 | -4.3 | nt
O=S(=O)(Nc1nc2ccccc2nc1N1CCN(CCO)CC1)c1cc(F)ccc1F | i | nt | -3.1 | 0.5 | -0.4 | 1.9 | -2.9 | -3.8 | -9.7
Cc1ccc(-c2nn(Cc3ccccc3)cc2C(=O)N2CCN(c3ccccn3)CC2)cc1 | i | nt | -7.8 | 0.1 | 2.9 | 3.1 | 30.0 | 3.1 | 5.0
COC(=O)Cc1cn(-c2ncc(C(F)(F)F)cc2Cl)c2ccccc12 | i | 7.1 | 2.5 | nt | 5.6 | 0.8 | 24.4 | -1.8 | -51.8
COC(=O)C1C(O)=C(C=Nc2ccc3ccccc3c2)C(=O)CC1(C)C (stereo unspecified) | -0.5 | -6.2 | 5.0 | -0.8 | -0.4 | -0.6 | 0.9 | -0.1 | -4.7

Some of these compounds in order of length of the SMILES, smallest number first.
SMILES | BH1578 lux ind | 3CLpro inhibitor | PrPC surface inh | TcdB inh | PfHsp40 yeast | BoNT-A LC inh2 | Y pestis TopoI | Anthrax LF prot | PriA SSB inh
S=C1NCN(Cc2cccnc2)CN1Cc1ccccc1 | -0.9 | -1.5 | 7.9 | 0.9 | -1.0 | -0.4 | -3.0 | -1.0 | -13.4
CCCCOC(=O)c1ccc(Nc2ccc([N+](=O)[O-])cn2)cc1 | -3.3 | 1.2 | 7.6 | 0.3 | -1.0 | -0.2 | 5.2 | -7.3 | -2.7
COC(=O)Cc1cn(-c2ncc(C(F)(F)F)cc2Cl)c2ccccc12 | i | 7.1 | 2.5 | nt | 5.6 | 0.8 | 24.4 | -1.8 | -51.8

(further entries)
SMILES | BH1578 lux ind | 3CLpro inhibitor | PrPC surface inh | TcdB inh | PfHsp40 yeast | BoNT-A LC inh2 | Y pestis TopoI | Anthrax LF prot | PriA SSB inh
COc1ccccc1CNC(=O)COC(=O)c1ccc(C)s1 | i | nt | 3.9 | 0.6 | -0.7 | 3.2 | 2.3 | 1.0 | -8.0
Cc1ccc(Nc2nc(CSc3n[nH]c(N)n3)cs2)cc1 | i | 1.3 | 10.3 | 1.3 | -1.8 | 0.2 | 1.1 | -1.6 | 0.3
Oc1ccccc1C(Nc1nccs1)c1ccc2cccnc2c1O (stereo unspecified) | -3.3 | 4.7 | 16.2 | 0.2 | -2.1 | -0.7 | -0.8 | -2.9 | 66.5*
CC(C(=O)Nc1sccc1C(N)=O)N1C(=O)C2CC=CCC2C1=O (stereo unspecified) | -7.1 | -3.0 | 5.0 | nt | 2.2 | 1.1 | -7.1 | 0.0 | 1.1
O=C(c1ccccc1)N(Cc1ccc(F)cc1)C1CCS(=O)(=O)C1 (stereo unspecified) | i | -3.2 | 0.7 | nt | 0.4 | 0.3 | -8.2 | -2.9 | -8.3
Cc1cc(C)c2nc(N3CCN(C)CC3)c(C#N)cc2c1 | i | 0.8 | -12.8 | nt | -0.4 | 1.9 | 4.0 | 1.9 | -6.0
COc1ccccc1-c1ccc(SCc2cccc(C)c2)nn1 | i | 1.7 | -0.7 | -2.6 | -1.1 | 0.6 | 2.2 | 0.6 | -3.1
O=C(NCc1cc(C(F)(F)F)cc(C(F)(F)F)c1)C1CC(c2ccccc2F)=NO1 (stereo unspecified) | -0.3 | nt | -5.3 | 1.9 | 0.5 | 0.0 | 22.7 | 2.2 | -38.6
COc1ccc(Oc2ncccc2[N+](=O)[O-])cc1 | -5.3 | -3.2 | -10.4 | 0.2 | -1.0 | 0.7 | 2.4 | 1.8 | -3.7
COc1cccc(CN2CCN(S(=O)(=O)c3ccc(Cl)s3)CC2)c1 | -0.5 | 10.9 | 0.6 | 1.0 | -0.3 | 0.6 | 21.3 | -1.5 | -41.3
CCOC(=O)c1nc2nc(C)c(Cl)c(=O)n2[nH]1 | -7.7 | 7.6 | 0.2 | nt | -2.2 | -0.8 | 4.1 | -2.8 | -5.4
CC(C)c1nnc(NC(=O)CN2C(=O)c3ccccc3C2=O)s1 | i | -4.8 | 4.5 | 1.1 | -0.2 | 1.1 | 4.7 | -3.6 | -9.8

Assay outcomes as filed in PubChem.

These rows are one share of the data. The share of hits here may be higher or lower than overall.
